# Screening data deposited in PubChem by several laboratories.
# phage Ecoli inh: E. coli growth loss with phage present; growth absorbance; inhibition, % at 11.9 µM; 360,000 tested, 0.26% active; AID 651602; in the data active = inhibition above about 11%
# Mot1-301 SUMO: inhibitors of SUMOylation pathway: yeast Mot1-301 growth rescue; 320,000 tested, 1% active; growth rescue, % at 18.8 µM; S. cerevisiae Mot1-301 growth rescue, ATP luminescence, 38.5C; percent above DMSO median, 100 means doubled;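 active = every valid replicate shows activation above 250% relative to neutral control wells; inactive = the rest, any valid replicate at or below 250%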;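 note: OY570 slx delta 5 strain wells were the positive control but not used for scaling; some compounds called inactive have numbers as strong as hits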
# DAGLB inhibitor: diacylglycerol lipase beta (human) inhibition. Q8NCG7. HEK293T DAGLB membrane lysate, EnzChek fluorogenic substrate. inhibition, % at 5.17 µM. 340,000 tested, 0.059% active. AID 504411; in the data active = inhibition above about 34%;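 note: 0% = enzyme with vehicle and 100% = wells lacking enzyme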
# HTR5A ag: counter-screen for OPRM1-OPRD1 agonists: human HTR5A agonism | AID 504692 | HTR5A agonist assay, luminescence, cell-based | 340,000 tested, 0.61% active | P47898 | activation, % at 9.3 µM; in the data active = activation mostly above about 9.5%, no sharp cut-off; inactive = mostly below about 7.6%;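 note: 0% = cells with vehicle only and 100% = reference agonist; strong numbers were not always called active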
# Target sequence (P47898 whole entry, looked up): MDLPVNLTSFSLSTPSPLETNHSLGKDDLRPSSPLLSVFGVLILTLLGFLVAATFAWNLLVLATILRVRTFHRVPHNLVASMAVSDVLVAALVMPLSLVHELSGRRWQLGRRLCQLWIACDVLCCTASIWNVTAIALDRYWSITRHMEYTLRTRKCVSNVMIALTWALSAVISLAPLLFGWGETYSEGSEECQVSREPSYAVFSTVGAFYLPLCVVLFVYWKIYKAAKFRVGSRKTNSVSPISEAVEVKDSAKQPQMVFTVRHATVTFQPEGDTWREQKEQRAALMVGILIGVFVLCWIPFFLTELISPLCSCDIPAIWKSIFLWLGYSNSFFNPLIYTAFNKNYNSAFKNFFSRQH
# PKA-R2B activ: PKA-R2B complex activation; P22694+P31323; AID 504700; 340,000 tested, 0.079% active; PKA-R2B holoenzyme dissociation, Cy5-IP20 fluorescence polarization; R2B truncated from residue 108, S112A mutant; 0% DMSO only, 100% 113 µM cGMP; activation, % at 11.4 µM;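 active = activation above a cutoff set at the mean over all compounds plus 3 SD, cut at about 18% in these data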;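 note: higher means more holoenzyme dissociation and a rise in polarization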
# Target sequence (P31323 whole entry, looked up, other chains not shown, the tested form may be a part): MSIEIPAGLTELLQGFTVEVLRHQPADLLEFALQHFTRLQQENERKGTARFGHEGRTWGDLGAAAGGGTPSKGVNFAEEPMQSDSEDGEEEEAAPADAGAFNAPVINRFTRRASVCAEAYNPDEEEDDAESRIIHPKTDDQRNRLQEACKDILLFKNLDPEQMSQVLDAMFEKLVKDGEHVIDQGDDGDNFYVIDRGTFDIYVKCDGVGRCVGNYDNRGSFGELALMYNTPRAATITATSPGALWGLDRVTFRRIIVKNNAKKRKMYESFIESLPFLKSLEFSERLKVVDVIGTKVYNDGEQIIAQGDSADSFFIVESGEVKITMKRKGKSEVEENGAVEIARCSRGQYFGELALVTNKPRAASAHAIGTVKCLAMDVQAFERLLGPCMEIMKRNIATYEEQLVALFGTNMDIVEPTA
# AddAB inh: less growth of phage-infected E. coli with AddAB; E. coli expressing H. pylori AddAB, absorbance growth; inhibition, % at 11.9 µM; 330,000 tested, 0.29% active; AID 435030; in the data active = inhibition above about 12%;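 note: 0% = vehicle wells of infected cells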
# Tat export inh: E. coli Tat transport inhibition. E. coli MC4100 TorA-mCherry Tat export, fluorescence. inhibition, % at 10 µM. 340,000 tested, 0.036% active;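 active = mean replicate inhibition at least 50% and at least half of replicates individually reaching 50%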;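 note: exported cargo escapes ClpAP degradation while cytoplasmic cargo is degraded and loses fluorescence; 0% = median of neutral control wells and 100% = median of NaSCN control wells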
# PKA-R1A activ: activates the PKA-R1A holoenzyme complex; activation, % at 11.4 µM; PKA-R1A dissociation, Cy5-IP20 fluorescence polarization; scaled: DMSO 0%, 113 µM cGMP 100%; 340,000 tested, 0.083% active;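 active = percent activation above the mean of all tested compounds plus 3 SD, cut at about 19% in these data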;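 note: higher means more PKAc released from R1A so a rise in polarization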
# CDK5 p35 inh: inhibitors of human CDK5/p35 kinase. Q00535+Q15078. Recombinant CDK5/p35, ADP-Glo luminescence, 60 min. inhibition, % at 10 µM. 330,000 tested, 0.01% active;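 active = highest replicate inhibition of at least 50% and at least 75% of replicates reaching 50%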;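 note: plate controls were DMSO neutral control for no effect and GW8510 at 10 µM for full effect; many of its hits are not listed in these tables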
# HTR5A inv ctr: inverse agonist of human HTR5A in OPRM1-OPRD1 counter-screen; 340,000 tested, 0.083% active; P47898; HTR5A cell line, luminescence, inverse agonism; inhibition, % at 9.3 µM; AID 504634; in the data active = inhibition mostly above about 23%, no sharp cut-off; inactive = mostly below about 18%;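 note: 0% = cells with DMSO and 100% = no-cell wells with DMSO; some compounds called inactive have numbers as strong as hits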
# E coli growth: reduces bacterial viability in AddAB counter-screen | 330,000 tested, 0.27% active | E. coli V3065 growth, OD600 absorbance, 18 h | inhibition, % at 11.9 µM;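 active = inhibition above the campaign's mean inhibition across all tested compounds plus 3 SD, cut at about 9.9% in these data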;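 note: uninfected addAB+ strain grown without phage in ampicillin broth; 0% = DMSO wells and 100% = ciprofloxacin 0.95 µg/ml wells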
# The depositor's hits bear a star; . = no result given.
compound,phage Ecoli inh,Mot1-301 SUMO,DAGLB inhibitor,HTR5A ag,PKA-R2B activ,AddAB inh,Tat export inh,PKA-R1A activ,CDK5 p35 inh,HTR5A inv ctr,E coli growth
COc1ccc(C(=O)Nc2nnc(C3=COCCO3)o2)cc1,-2.5,-2,0,3,-8,1.2,0,4,0.9,6,1.7
Cc1nnc(SC(C)C(=O)Nc2ccc(S(=O)(=O)NC3CCCCC3)cc2)s1 (stereo unspecified),1.7,39,-3,8,-4,1.1,-2,4,4.6,8,-1.1
O=C(CSCc1c[nH]c(=O)[nH]c1=O)OCC(=O)c1ccc(Br)cc1,3.7,4,-1,-4,-6,1.5,-2,-10,1.5,10,0.6
Cc1ccc(C(C(=O)NC(C)(C)C)N(Cc2ccco2)C(=O)CCC(=O)Nc2ccccn2)cc1 (stereo unspecified),-0.9,10,-1,3,4,-0.7,-6,-1,-0.6,-9,1.8
CCCCC(=O)NC1(C(F)(F)F)C(=O)N(CC(C)C)C2=C1C(=O)CC(C)(C)C2 (stereo unspecified),1.0,-12,1,2,2,-0.1,0,6,-2.4,-4,0.9
CC(=O)N1[C@H](C)C=C[C@]1(Cc1ccccc1)C(=O)NCCN1CCOCC1,2.1,-3,3,2,0,1.0,5,2,-1.8,-16,0.7
CCn1cc(C(=O)N2CCCc3ccccc32)c2cc(OC)c(OC)cc2c1=O,2.8,-6,-3,10,-4,2.5,-3,-5,-0.3,2,1.6
COc1cccc(N=Nc2c(=O)[nH]n3c(C)cc(C)nc23)c1,2.1,-8,6,-2,0,-0.2,4,-3,2.5,-4,-0.2
CCOc1ccc(S(=O)(=O)NC(Cc2c[nH]c3ccccc23)C(=O)O)cc1 (stereo unspecified),2.7,93,3,-1,-12,-0.9,4,-1,-0.2,5,0.9
CCOc1ccc(CCNC(=O)c2cc3sccc3n2CC)cc1OCC,3.8,16,0,11,6,3.0,8,-1,2.3,1,0.9
N#Cc1c(-c2ccc(F)cc2)c(-c2ccc(F)cc2)nn(CCO)c1=O,3.5,.,3,-3,-10,.,0,6,-0.4,13,.
O=C(NC12CC3CC(CC(C3)C1)C2)c1ccc(-c2ccccc2Cl)o1,3.1,-9,-15,6,-6,1.1,0,2,-0.2,-17,2.1
C=CCn1c(=O)c(C(=O)Nc2ncccc2O)c(O)c2ccccc21,3.7,9,0,-2,-8,.,-7,-3,-1.6,8,.
CCOC(=O)c1ccc2nc(NC(=O)c3ccco3)sc2c1,2.5,1,-4,3,-7,2.4,-3,3,1.3,-15,-0.6
Cc1onc(-c2ccccc2)c1CNC(=O)Nc1ccc(F)cc1F,3.9,5,-5,-2,15,0.7,4,5,-0.4,-14,2.3
COc1cccc(CC(=O)NC2CCSc3ccccc32)c1 (stereo unspecified),0.5,-16,-6,0,9,3.0,2,-6,0.6,-34,2.8
Cc1nn(C)c(Oc2cccc(Cl)c2)c1C(=O)Nc1ccc(F)cc1F,3.0,12,-5,-2,-5,-0.3,8,-5,3.1,-11,-1.4
Cc1ccc(C2=CC(=O)C[C@H](c3ccc(Cl)cc3)C2)cc1,.,10,-26,1,0,-3.0,7,-3,0.3,-19,0.2
CCOC(=O)c1nc(Nc2cccc(C)c2)c2ccccc2n1,0.7,-11,-1,0,-6,4.9,-1,0,-0.6,0,-1.5
O=c1[nH]c2ccccc2s1,2.5,71,-2,-1,4,3.0,-3,8,0.1,3,-0.3
O=C1CN(C(=O)COC(=O)CCc2ccccc2)c2ccccc2N1,2.7,-11,-2,0,4,-1.3,1,0,1.1,1,-2.3
COc1cc(NC(=O)c2ccc(COc3ccccc3Br)o2)cc(OC)c1OC,-0.6,-5,-2,3,3,1.4,-5,-2,-2.1,-31,0.4
Cc1ccc2nc(SCC(=O)NC(=O)NCc3ccco3)[nH]c2c1,5.4,1,-3,3,5,2.5,-8,-3,0.5,0,1.0
O=C1CSC(c2ccccc2Cl)N1 (stereo unspecified),5.2,-10,-1,8,1,2.4,3,-6,0.9,-28,0.2
COc1ccc(NC(=O)C(C)N2c3cccc4cccc(c34)S2(=O)=O)cc1 (stereo unspecified),2.1,.,-2,-5,-3,2.4,11,-7,0.8,-14,1.4
CCOc1ccc(N/C(C)=C\C(=O)c2ccc3c(c2)OCCO3)cc1,1.8,-6,-4,8,0,0.2,9,-10,0.4,-21,0.9
CN1CCN(C(=O)CSc2nc(-c3ccco3)cc(C(F)(F)F)n2)CC1,4.5,285,0,4,-10,3.6,-6,-14,-0.4,14,1.4
COc1ccc(OCCCCn2c(CO)nc3ccccc32)cc1,1.5,-5,1,7,-4,2.6,-17,-6,-0.4,14,3.0
Cc1ccc(NC(=O)c2oc3ccccc3c2C)nc1,4.0,13,-11,6,11,3.2,1,8,1.0,-14,0.6
COc1ccnc(-n2cccc2C#N)c1C#N,4.3,-1,-1,-2,-14,3.0,-5,-2,2.0,7,0.3
COc1c(O[C@@H]2O[C@H](CO)[C@@H](O)[C@H](O)[C@H]2O)cc2c(c1OC)-c1ccc(SC)c(=O)cc1C(NC(C)=O)CC2 (stereo partly specified),3.6,.,-2,0,4,-1.8,-8,5,-0.2,-17,-1.4
COCc1ccc(-c2c(-c3cc(OC)cc(OC)c3)oc(=O)c3cc(OC)c(OC)cc23)cc1,3.1,-5,11,-1,0,-0.3,25,-5,1.2,3,0.5
COc1ccc(OC)c(/C=C2\SC(N3CCCCC3)=NC2=O)c1,1.6,-18,1,0,-10,1.8,6,-7,-0.5,0,2.0
COC(=O)c1cc(Br)c(=O)n(CCN2CCOCC2)c1,2.9,14,1,0,4,3.8,-3,-13,2.2,-1,2.4
O=C(Nc1c(-c2ccccc2)nc2ccccn12)c1ccccc1F,-0.2,22,2,-7,-8,0.9,6,-10,0.5,25,0.6
O=C(Nc1ccccn1)c1ccc(S(=O)(=O)N2CCCCC2)cc1,3.0,142,2,3,9,6.3,1,13,-0.1,-9,1.6
COc1cc(/C=N/OCC(=O)NC23CC4CC(CC(C4)C2)C3)ccc1OCc1ccccc1,2.5,0,-16,4,7,1.6,5,3,0.2,-22,-3.4
CC(Sc1nnc(CN2CCCC2)n1Cc1ccccc1)C(=O)Nc1ccc(F)c(F)c1F (stereo unspecified),0.7,.,-2,0,-10,.,-6,12,-7.4,11,.
C=C1CC[C@@H]2[C@](C)(CO)[C@H](O)CC[C@@]2(C)[C@@H]1/C=C/C1=CCOC1=O,0.1,3,7,0,-10,-0.7,6,-6,0.7,0,0.6
Cc1cc(C)n(C(=O)CCN2C(=O)c3ccccc3C2=O)n1,1.1,-3,-2,2,-1,1.5,0,-7,2.6,-7,-1.7
O=C(CCS(=O)(=O)c1ccc(Br)s1)NCc1ccc2c(c1)OCO2,.,-1,-3,-1,-4,1.9,-8,-8,0.4,-22,0.7
O=C(NCc1ccccc1Cl)c1cccc(C(F)(F)F)c1,4.0,7,-11,6,-2,3.4,1,-7,.,-15,0.7
CN(C)S(=O)(=O)c1ccc(/C(O)=C2/C(=O)C(=O)N(CCCN3CCOCC3)C2c2ccncc2)cc1 (stereo unspecified),1.1,13,-3,6,-2,-0.7,8,4,0.1,-44,0.6
COc1ccc(Br)cc1CNC(=O)C1CCCN(S(C)(=O)=O)C1 (stereo unspecified),0.7,1,2,3,-4,0.9,-2,0,-0.2,6,-0.7
O=C1c2cccc3cccc(c23)C(=O)N1Cc1cccnc1,-1.1,-3,1,-2,-1,2.6,8,1,0.6,23,-0.5
CCOC(=O)N1CCN(C(=O)c2cc(C)c3c(C)nn(-c4ccccc4)c3n2)CC1,1.2,13,1,0,-7,3.4,-3,-16,-2.2,-2,1.4
Cc1ccc(-c2noc(CNS(=O)(=O)c3ccccc3)n2)cc1,3.7,11,0,-2,-6,-0.6,-3,-7,0.1,-13,-0.2
O=C1CC(N2CCOCC2)C(=O)N1Cc1ccc(N2CCCC2=O)cc1 (stereo unspecified),0.2,291,-3,5,1,0.3,8,1,-0.4,-8,0.4

# Filtered by structure, the compounds so far with fluorine
compound,phage Ecoli inh,Mot1-301 SUMO,DAGLB inhibitor,HTR5A ag,PKA-R2B activ,AddAB inh,Tat export inh,PKA-R1A activ,CDK5 p35 inh,HTR5A inv ctr,E coli growth
CCCCC(=O)NC1(C(F)(F)F)C(=O)N(CC(C)C)C2=C1C(=O)CC(C)(C)C2 (stereo unspecified),1.0,-12,1,2,2,-0.1,0,6,-2.4,-4,0.9
N#Cc1c(-c2ccc(F)cc2)c(-c2ccc(F)cc2)nn(CCO)c1=O,3.5,.,3,-3,-10,.,0,6,-0.4,13,.
Cc1onc(-c2ccccc2)c1CNC(=O)Nc1ccc(F)cc1F,3.9,5,-5,-2,15,0.7,4,5,-0.4,-14,2.3
Cc1nn(C)c(Oc2cccc(Cl)c2)c1C(=O)Nc1ccc(F)cc1F,3.0,12,-5,-2,-5,-0.3,8,-5,3.1,-11,-1.4
CN1CCN(C(=O)CSc2nc(-c3ccco3)cc(C(F)(F)F)n2)CC1,4.5,285,0,4,-10,3.6,-6,-14,-0.4,14,1.4
O=C(Nc1c(-c2ccccc2)nc2ccccn12)c1ccccc1F,-0.2,22,2,-7,-8,0.9,6,-10,0.5,25,0.6
CC(Sc1nnc(CN2CCCC2)n1Cc1ccccc1)C(=O)Nc1ccc(F)c(F)c1F (stereo unspecified),0.7,.,-2,0,-10,.,-6,12,-7.4,11,.
O=C(NCc1ccccc1Cl)c1cccc(C(F)(F)F)c1,4.0,7,-11,6,-2,3.4,1,-7,.,-15,0.7
